mHTT-CaM PPI inh: inhibitors of human mutant huntingtin-calmodulin interaction; P42858; AlphaScreen His-mHTT/GST-CaM binding, luminescence; inhibition, % at 15 µM; hit rate 3.6% among 190,000; AID 1671202;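 also: 0% = both proteins with DMSO and 100% = one protein alone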
Pf apPOL block: Pf-apPOL DNA polymerase inhibition; inhibition, % at 10 µM; hit rate 0.25% among 210,000; Recombinant Pf-apPOL, molecular beacon fluorescence, 1.5 h
Active calls of the source: *; i = inactive; x = no result given; & = joins results of further samples. Rule as the data show it: active = inhibition above about 50%; inactive = the rest. Rows were taken by chance, and some 3.6% of all compounds hit somewhere here.

SMILES	mHTT-CaM PPI inh	Pf apPOL block
Cc1cc(-c2ccccc2)n(-c2cc(N(C)C)ncn2)n1	6	-3
Cc1cc(=O)[nH]c2cc(-c3ccccc3)nn12	-2	-2
O=C(CCN1C(=O)c2ccccc2C1=O)CN1CCC(Cn2cnc3ccccc32)CC1	-1	4
Cc1oc(C2CCN(S(=O)(=O)c3cc(F)ccc3F)CC2)nc1C(=O)N1CCCC1	4	-4
COc1cc2c(cc1OC)C(c1ccccc1)=NCC2	-2	-8&-5
COc1cc(C2Nc3ccc([N+](=O)[O-])cc3C3C=CCC32)cc(OC)c1OC (centres undefined)	71*	2
CCn1c(=O)c2ccnn2c2ccc(C(=O)Nc3ccc(C)c(F)c3)cc21	-6	-4
Cc1cncn(CC(=O)Nc2ccccc2Cl)c1=O	-10	5
Cc1cc(C)c(OCC(O)CN2CCN(Cc3ccc4c(c3)OCO4)CC2)c(C)c1 (centres undefined)	18	-1
Cc1ccccc1NC(=O)NC1CCN(c2nc3ccccc3n(CC(C)C)c2=O)CC1	-3	-3
CCn1cc2c3c(cccc31)CN(C(=O)c1ccc(OC)c(F)c1)CC2	52*	-5
O=C(CSc1oc(-c2ccc(F)cc2)nc1S(=O)(=O)c1ccccc1)NCC1CCCO1 (centres undefined)	6	-1
CCn1c(=O)c([N+](=O)[O-])c(N2CCOCC2)c2ccccc21	1	-6
NNC(=O)Cn1nc(-c2ccccc2)c2ccccc2c1=O	0	0
N#CC1=C(S)NC(=O)C([n+]2ccccc2)C1c1ccc(F)c(Br)c1 (centres undefined)	33	-1
c1c[nH]c(CN2CCCC(OCc3nc(-c4ccncc4)no3)C2)c1 (centres undefined)	4	-1
O=C(O)c1nnn(-c2cccc(Br)c2)c1C(F)(F)F	2	-4
CCN(CC)C(=O)CC[C@H]1CC[C@]2(CCCN(S(=O)(=O)C3CCCCC3)C2)O1	-3	-8
Cc1ncc([N+](=O)[O-])n1CCN	1	x
COc1ccc(/C=c2\sc3nc(-c4cccs4)nn3c2=O)c(OC)c1	0	0
Cc1ccc(NC2SC(=O)N(c3ccccc3)C2=O)cc1 (centres undefined)	-5	-2
CC(=O)Nc1nc(-c2ccc(NC(=O)c3ccccc3)cc2)cs1	-4	0
CC(C)c1nccn1CC1CCN(C(=O)c2cc(-c3ccccc3)on2)CC1	3	-10
COc1ccc(CCC(=O)Nc2nnc3ccccn23)cc1	3	-3
Cc1nc(-c2nnc(-c3ccc(C(F)(F)F)cc3)o2)cs1	x	-4
COc1cc(OC)c(OC)cc1CN1CCN(S(=O)(=O)c2ccccc2[N+](=O)[O-])CC1	23	-2
Cc1ccc(NCC(=O)c2ccc([N+](=O)[O-])cc2)cc1	7	-6
CC(C=Cc1ccccc1)=NOC(=O)c1cccs1	x	1
COc1cccc(C2=CC(c3cc(OC)ccc3OC)n3nnnc3N2)c1 (centres undefined)	10	5
O=C1CSC(c2ccccc2)N1c1ccc(Cl)cc1 (centres undefined)	-10	6
Cc1ccc(-c2cc(C(=O)NN)c3ccccc3n2)s1	2	-2
CCOc1cccc(N2C(=O)CC(N3CCC(Cc4ccccc4)CC3)C2=O)c1 (centres undefined)	-2	-2
Cc1cc(C)c(-n2nnnc2SCc2nc(N)nc(N3CCOCC3)n2)c(C)c1	26	-8
CC(C)CNC(=O)c1ccc(NC(=O)c2ccccc2Br)cc1	-2	2
Cc1ccc(NC2(c3ccccc3)C(=O)c3ccccc3C2=O)cc1	46	-8
Cc1cc(Cl)ccc1S(=O)(=O)N1CCc2c(c(-c3nc(C4CC4)no3)nn2C)C1	10	-1
O=C(Cn1c2ccccc2c2nc3cc(F)ccc3nc21)c1ccccc1	-12	-1
Cc1oc(C2CCN(S(=O)(=O)c3ccc(C#N)cc3)CC2)nc1C(=O)N(C)C	-5	-2
COc1ccc(OC)c(C2=NOC(C(=O)Nc3cc(C)ccc3O)C2)c1 (centres undefined)	12	-1
OC1CCN(Cc2ccc(F)cc2)CC1	2	-4
Cc1cc(C(=O)N2CCN(c3cccc(C)c3C)CC2)ccc1[N+](=O)[O-]	2	-8
Cc1ccc(-c2nnc(N3CCC(C(=O)Nc4ccccc4)CC3)o2)cc1	-4	0
CC1Oc2ccccc2OC1C(=O)NCCn1nc(-c2ccccc2)ccc1=O (centres undefined)	-6	-15
Cc1c(C(=O)NCc2nc(-c3ccccc3)no2)cnn1-c1ccccc1	-8	-2
CCN(CC)C(=O)C1=C(C)Nc2nc3ccccc3n2C1c1ccc(Br)cc1 (centres undefined)	9	-4
Cc1ccc(CNC(=O)C2CN(C(=O)c3ccccc3)CC23CCCCC3)o1 (centres undefined)	31	1
O=C(c1cc(F)ccc1F)N1CCCC(c2ccnc(-c3cccc(F)c3)n2)C1 (centres undefined)	0	-4
CNC(=O)N1CCCC(c2cccc(C(=O)NCc3ccc(F)c(Cl)c3)c2)C1 (centres undefined)	47	-6
CCc1ccc(NC(=O)CSC2=NN3CCCC(=O)N=C3S2)cc1	5	-11
Cc1ccc(C(C)C)c(OCC(=O)NCc2ccccc2)c1	-29	-9
Cc1cccc(C(=O)Nc2cc(C)ccc2O)c1	-5	4
O=C(NCCn1cc(SCC(=O)N2CCCCC2)c2ccccc21)c1ccc(F)cc1	20	0
O=C1CCC(=O)N1CCCCCCN1C(=O)CCC1=O	-7	x
O=S(=O)(NCCc1ccc(Cl)cc1)c1ccc2nc(-c3ccccc3)[nH]c2c1	30	-10
Nc1c(C=C2C=Nc3ccccc32)c(=O)nc2sc(C(F)(F)F)nn12	4	-3
Cc1cc(C(=O)NCC(O)(c2ccccc2)C(F)(F)F)no1 (centres undefined)	-8	-5
COc1ccc(NC(=O)CSc2nnc(-c3ccc(C)cc3)o2)cc1	5	-1
CCOc1cccc(N2C(=O)CC(N3CCN(Cc4ccc5c(c4)OCO5)CC3)C2=O)c1 (centres undefined)	10	4
Cc1ccccc1NC(=O)c1c(F)c(F)c(F)c(F)c1F	-14	-2
O=C(c1ccc(OCC2CCCN2C(=O)COc2ccc(F)cc2)cc1)N1CCOCC1 (centres undefined)	-1	8

(further entries)
SMILES	mHTT-CaM PPI inh	Pf apPOL block
CN1C(=O)CCC2(CNC(=O)c3ccncc3)CCCC12 (centres undefined)	-2	-10
O=c1c(-c2ccc3c(c2)OCCO3)c(C(F)(F)F)oc2cc(O)cc(O)c12	54*	-13
CCc1ccccc1NC(=O)N1CCN(C2=CC3=NCC(C)N3C=N2)CC1 (centres undefined)	-3	-6
COc1cc(C(=O)Nc2ccc3oc(-c4ccccc4C)nc3c2)cc(OC)c1OC	7	-6
Cc1ccc(-c2nc3n(n2)C(=O)CCS3)cc1	3	-10
CCOC(=O)C(=CNNC(=O)c1cccs1)C(=O)OCC	x	-2
O=C1NC(=Nc2ccc(F)cc2)S/C1=C/c1ccco1	68*	1
CCOc1cccc2c1OC1(CCCCC1)N1N=C(c3cccs3)CC21 (centres undefined)	22	-21
O=C(NCc1ccccc1)c1cccn2c(=O)c3sccc3nc12	4	-10
NNC(=O)c1cncc(C#Cc2ccccc2)c1	x	1
CCCNS(=O)(=O)c1ccc(F)c(C(=O)Nc2cc(Cl)ccc2OC)c1	19	28
C(=C(c1nnnn1-c1ccccc1)c1nnnn1-c1ccccc1)c1ccccc1	0	0
CC1=C(C(=O)Nc2ccc(C)cc2)C(c2cccnc2)n2ncnc2N1 (centres undefined)	5	1
Cc1cc(Br)ccc1OCC(=O)O	4	7
CCCc1nn(-c2ccccc2C)c(C(C)C)c1C(=O)O	1	-3
CC(=O)Nc1ccc(SCCN2CCN(CC(C)C)CCC2=O)cc1	12	0
Cc1csc2nc(CSc3nc4cc([N+](=O)[O-])ccc4s3)c(Br)n12	21	-9
c1ccc(CN2CCN(C3CCCC3)CC2)nc1	2	-1
Cc1nc2nc(SCC(=O)NCC3CCCO3)nn2c(C)c1Cc1ccccc1Cl (centres undefined)	15	2
O=C(Nc1ccc(S(=O)(=O)Nc2nccs2)cc1)c1ccc([N+](=O)[O-])s1	12	0
Cc1cccc(OCC(=O)N2CCC(c3nc(C(=O)N4CCCCC4)c(C)o3)CC2)c1	8	5
CCC(C)NC(=O)c1cn(C)c(=O)c2c1c1ccccc1n2C (centres undefined)	1	-4
N#CCC(=O)NN=Cc1ccc(-c2cc(C(F)(F)F)cc(C(F)(F)F)c2)o1	x	4
COc1ccc2c(c1)OC(=Cc1ccc(O)c(OC)c1)C2=O	40	-5
COc1ccccc1NC(=O)Cn1nnc(-c2ccccc2F)n1	-3	-2
CCSc1sc(CC)cc1C1C(C(=O)Nc2cccc(C)n2)=C(C)NC2=C1C(=O)CCC2 (centres undefined)	18	-1
O=C(NC(Cc1ccc(O)cc1)C(=O)O)c1ccccc1 (centres undefined)	-2	3
O=C(Cc1ccsc1)N1CCc2nc3cc(-c4ccccc4Cl)[nH]n3c(=O)c2C1	46	29
O=C(c1ccc(SCCN2CCOCC2)nc1)N1CCOCC1	-9	-2
O=[N+]([O-])c1ccc2nc(NCCCNc3ccc(C(F)(F)F)cc3[N+](=O)[O-])sc2c1	16	-3
CCC(=O)Nc1cccc(-c2nc3ccccc3o2)c1C	5	0
CN(C(=O)Nc1ccc(Cl)cc1)c1c2c(nn1C)CCCC2	x	0
Cc1cc(C(=O)Nc2ccc(S(C)(=O)=O)cc2)on1	-9	-2
COc1ccc2cc(C(C)C(=O)O)ccc2c1 (centres undefined)	-8	-16&-7&0
O=c1oc(-c2cc([N+](=O)[O-])ccc2Cl)nc2ccc(Cl)cc12	0	-17
Cc1nc(C(F)(F)F)nc(N2CCCCC2)c1Oc1ccccc1	x	-3
Cc1ccccc1N1CCN(C(=O)c2ccc(Br)cc2)C(C)C1=O (centres undefined)	-1	0
CC(C)CN(C(=O)C1CCCCC1)C1CCS(=O)(=O)C1 (centres undefined)	-2	-4
COCCNC(=O)N1CCCn2nc(-c3ccncc3)cc2C1	0	-1
CCOc1ccc(OCCOCCN2CCN(C)CC2)cc1	0	4
N#CC(C#N)=CNc1ccccc1Oc1ccc(Cl)cc1Cl	x	5
CSc1nc2n(n1)C(c1ccc(F)c(Br)c1)C1=C(CC(C)(C)CC1=O)N2 (centres undefined)	-5	-9
COc1ccc(C(=O)Nc2ccc(C(=O)NCc3ccccc3)cc2)cc1OC	-1	-7
Cc1cc(C)c2c(n1)sc1c(=O)n(N)c(C)nc12	x	-13
O=C1C(=O)N(Cc2cccnc2)C(c2ccc(Cl)cc2)C1=C(O)c1ccccc1 (centres undefined)	0	-20
Cc1cc(NC(=O)c2ccc(C)o2)no1	-4	0
Cc1cc(Nc2ccccc2C(=O)O)n2ncnc2n1	-2	-4
COc1cccc(C2=NOC(C(=O)N3CCCC3)C2)c1 (centres undefined)	-7	0
COc1ccc(-c2nc3c(c(=O)[nH]2)CCN(C(=O)Nc2ccc(Cl)cc2F)C3)cc1	-4	6
Cc1oc(C(C)C)nc1C(=O)Nc1ccc(C(F)(F)F)cc1	-29	7
Cc1oc(C2CCC2)nc1C(=O)NCc1cc(F)ccc1F	-21	5
Clc1nc2ccccc2cc1/C=N/Nc1nc2ccccc2nc1Cl	i	x
Cc1ccccc1CSC1=NCCN1C(=O)Cc1ccccc1	-16	-3
CC(Cl)C(=O)Nc1cc(C(C)(C)C)nn1-c1ccc(Br)cc1 (centres undefined)	-13	-2
CC(C)(Oc1ccc(Cl)cc1)C(=O)Nc1nnc(-c2ccsc2)o1	43	-112
CCCOc1ccc(C2C(=O)N(C3CCCCC3)CC(=O)N2CCC)cc1OC (centres undefined)	16	-9
Cc1ccc(CNC(=O)c2cc(N3CCOCC3)c3cc(C)ccc3n2)cc1	-8	-2
O=C(NC1CC1)c1nc(N2CCCCCC2)c2oc3ccccc3c2n1	52*	-9
COc1cc(C(=O)Nc2ccc(S(=O)(=O)NC(C)(C)C)cc2)cc(OC)c1OC	6	-3
CCC(NC)c1cccc(OC)c1 (centres undefined)	-10	-6
COCC(CN1CCN(c2ccc([N+](=O)[O-])cc2Cl)CC1)Oc1nonc1C (centres undefined)	16	0
Cc1ccc(/C=C2/C(=N)N3C(SCC(C)C)=NSC3=NC2=O)o1	-3	-17
COc1ccc(OCC(=O)Nc2ccc(S(=O)(=O)Nc3c(C)cccc3C)cc2)cc1	11	-11

In the list so far, these have a nitro group on carbon.
SMILES	mHTT-CaM PPI inh	Pf apPOL block
COc1cc(C2Nc3ccc([N+](=O)[O-])cc3C3C=CCC32)cc(OC)c1OC (centres undefined)	71*	2
CCn1c(=O)c([N+](=O)[O-])c(N2CCOCC2)c2ccccc21	1	-6
Cc1ncc([N+](=O)[O-])n1CCN	1	x
COc1cc(OC)c(OC)cc1CN1CCN(S(=O)(=O)c2ccccc2[N+](=O)[O-])CC1	23	-2
Cc1ccc(NCC(=O)c2ccc([N+](=O)[O-])cc2)cc1	7	-6
Cc1cc(C(=O)N2CCN(c3cccc(C)c3C)CC2)ccc1[N+](=O)[O-]	2	-8
Cc1csc2nc(CSc3nc4cc([N+](=O)[O-])ccc4s3)c(Br)n12	21	-9
O=C(Nc1ccc(S(=O)(=O)Nc2nccs2)cc1)c1ccc([N+](=O)[O-])s1	12	0
O=[N+]([O-])c1ccc2nc(NCCCNc3ccc(C(F)(F)F)cc3[N+](=O)[O-])sc2c1	16	-3
O=c1oc(-c2cc([N+](=O)[O-])ccc2Cl)nc2ccc(Cl)cc12	0	-17
COCC(CN1CCN(c2ccc([N+](=O)[O-])cc2Cl)CC1)Oc1nonc1C (centres undefined)	16	0
